Compound activity from PubChem BioAssay.
esBAF inh: SWI/SNF esBAF complex inhibition; mouse ES cells, Bmi1-luciferase knock-in reporter, 24 h; 100% = twice the neutral-well signal; reporter increase, % at 12.5 µM; 350,000 tested, 2% active; in the data active = activation above about 40%; inconclusive = no clear call, values can overlap the other calls;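 note: 0% = median of the plate's neutral control wells and 100% = double that signal; a rise in the Bmi1 reporter signal indicates esBAF inhibition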
FN deposit inh: fibronectin deposition inhibition. AH1F fibroblasts, Alexa488-fibronectin deposition fluorescence, overnight. inhibition, % at 12.6 µM. 350,000 tested, 0.086% active;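 active = mean inhibition across replicates of 30% or more, regardless of how many single replicates reach that level; inconclusive = mean under 30% yet at least half of replicates reach 30%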;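 note: positive control wells lacked labelled fibronectin entirely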
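Assay system: AH1F fibroblasts assembling fluorescent fibronectin matrix; Amount: 10000 AH1F cells per well; Buffer or medium: DMEM, 2% serum; Probe or stimulus: Alexa488-fibronectin, 24 nM final in well; Doses: single compound dose, delivered by pin transfer; Incubation: 1 h adhesion, overnight exposure; Measured by: fluorescence 485/525 nm; Read-out: fibronectin deposition inhibition.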
S100A4 MyoIIA: inhibitors of human S100A4 binding to myosin IIA peptide; P26447; S100A4/TAMRA-MyoIIA peptide fluorescence polarization; inhibition, % at 10.7 µM; 360,000 tested, 0.14% active;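 active = mean inhibition of at least 70% across replicates, with every replicate also reaching that level; inconclusive = mean inhibition reaches 70% but some replicates fall short; inactive = mean inhibition below 70%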
Target sequence (P26447 whole entry, looked up): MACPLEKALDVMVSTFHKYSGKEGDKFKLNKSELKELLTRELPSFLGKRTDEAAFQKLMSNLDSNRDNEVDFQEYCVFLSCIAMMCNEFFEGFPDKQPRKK
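Assay system: human S100A4 monomer with TAMRA-labelled myosin IIA peptide / Buffer or medium: Calcium-containing HEPES buffer, pH 7.2 / Reagent: TAMRA-labelled myosin IIA heavy-chain peptide probe, 5 nM / Compound: one dose per compound / Timing: polarization read 5 min after assay mix addition, stable 5–60 min / Benchmarks: neutral control DMSO, positive control TFP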
SIRT5 block: sirtuin-5 (human) deacylase inhibition. Q9NXA8. Purified SirT5, succinyl-peptide AMC, trypsin-coupled fluorescence. inhibition, % at 15 µM. 330,000 tested, 1.1% active. AID 652115; in the data active = inhibition above about 15%; inconclusive = no clear call, values can overlap the other calls
Target sequence (Q9NXA8 whole entry, looked up): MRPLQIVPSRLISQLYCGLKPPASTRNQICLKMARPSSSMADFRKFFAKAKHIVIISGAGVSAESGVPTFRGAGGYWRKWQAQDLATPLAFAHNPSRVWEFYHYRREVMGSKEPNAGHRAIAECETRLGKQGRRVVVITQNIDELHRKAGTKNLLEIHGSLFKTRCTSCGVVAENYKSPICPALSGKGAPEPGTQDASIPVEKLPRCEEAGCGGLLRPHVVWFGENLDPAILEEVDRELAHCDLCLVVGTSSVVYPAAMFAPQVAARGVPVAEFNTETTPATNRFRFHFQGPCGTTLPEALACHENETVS
Casp6 inh: caspase-6 (human) enzyme inhibition | purified caspase-6, Z-VEID-R110 cleavage fluorescence | inhibition, % at 12.5 µM | 350,000 tested, 0.53% active;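 active = mean inhibition across replicates at least about 35%, with every replicate also reaching that limit, limit read from the data; inconclusive = only one of the two criteria met; inactive = neither criterion met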;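 note: 0% = median of neutral control wells and 100% = no fluorescence left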
Target sequence (P55212 24-179 limits assumed): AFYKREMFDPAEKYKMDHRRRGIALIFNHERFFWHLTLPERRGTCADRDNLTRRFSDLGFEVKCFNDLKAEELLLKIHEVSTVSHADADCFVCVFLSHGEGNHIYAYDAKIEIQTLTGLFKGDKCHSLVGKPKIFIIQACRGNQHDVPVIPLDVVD
Target sequence (P55212 194-293 limits assumed): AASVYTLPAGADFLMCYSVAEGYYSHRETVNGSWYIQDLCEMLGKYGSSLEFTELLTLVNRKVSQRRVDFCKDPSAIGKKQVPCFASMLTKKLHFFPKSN
LGR2 inh: blocks bursicon-induced cAMP signaling via Drosophila LGR2; HEK293 LGR2, CRE-luciferase, bursicon-stimulated, 4 h; inhibition, % at 9.99 µM; 380,000 tested, 0.35% active;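 active = drop in luminescence signal, shown as inhibition above about 50% in the replicate tests, limit read from the data, passing the limit was not always enough; inconclusive = probably only some replicates passing the limit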;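 note: agonist challenge used bursicon conditioned medium at about half maximal strength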
Statin myotox sup: suppression of simvastatin myotoxicity. 330,000 tested, 0.78% active. AID 602340. rescue of ATP level, % at 7.49 µM. C2C12 myotubes + simvastatin, ATP luminescence, 48 h; scaled: DMSO 0, geranylgeraniol control 100;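 active = mean ATP rescue above about 67%, or every replicate alone reaching that limit, limit read from the data, passing the limit was not always enough; inconclusive = no clear call, values can overlap the other calls; inactive = mean under the limit and some replicate under it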;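 note: myotubes were challenged with 10 µM simvastatin during compound exposure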
* hit, by the source's call; u = inconclusive; x = not tested or not shown; & = joins results of further samples.

Every second line gives: esBAF inh | FN deposit inh | S100A4 MyoIIA | LGR2 inh | Statin myotox sup | SIRT5 block | Casp6 inh
(1) COc1ccccc1-c1ccc2c(c1)O[C@H](CN(C)C(=O)c1ccccc1)[C@H](C)CN([C@@H](C)CO)S2(=O)=O
  1 | x | 1 | 5 | -23 | -6 | 3
(2) NC(c1csc(NC(=O)Nc2ccc(OC(F)(F)F)cc2)n1)C1CCCCC1 (configuration not stated)
  -11 | -9 | -6 | 16 | -21 | -3 | -4
(3) COc1ccccc1N(C)S(=O)(=O)c1ccc(Cl)c(C(=O)OCc2c(C)noc2C)c1
  x | 1 | 4 | 15 | x | x | 2
(4) COC(=O)/C(C#N)=C/c1c(Oc2cccc(C)c2)nc2ccccn2c1=O
  -3 | -1 | -3 | -6 | -8 | -1 | -1
(5) Cn1cc(Br)c(C(=O)Nc2sc3c(c2C(N)=O)CCCC3)n1
  67* | -6 | 1 | -28 | -18 | 2 | 8
(6) O=C(Nc1ccc(C(=O)NCC2CCN(Cc3ccccc3F)CC2)cc1)C1=CSCCO1
  11 | 21 | 0 | 1 | 27 | -7 | -5
(7) C[C@@H]1CCCCO[C@H](CN(C)Cc2ccncc2)[C@@H](C)CN([C@@H](C)CO)C(=O)c2cc(N(C)C)ccc2O1
  -3 | x | 2 | -10 | -10 | 4 | 3
(8) CC(C)[C@H](NS(=O)(=O)c1ccccc1)C(=O)OCC(=O)Nc1cccc(S(N)(=O)=O)c1
  -8 | 1 | 2 | 12 | -3 | -2 | -1
(9) CC(C)N(Cc1ccccc1)C(=S)NC(=O)C1(C)CC1(Cl)Cl (configuration not stated)
  x | 1 | 5 | -2 | x | -3 | -4
(10) CCCC(C)(C)C(=O)N1CCC1(C)C(=O)Nc1ccc(OC)c(OC)c1 (configuration not stated)
  1 | x | 11 | 4 | 14 | 1 | 1
(11) Cc1cccc(NC(=O)/C(C#N)=C\c2cccnc2)c1
  0 | -3 | x | x | -4 | x | x
(12) O=C(C[C@H]1CC[C@@H]2[C@H](COC[C@@H](O)CN2Cc2ccc3c(c2)OCO3)O1)Nc1ccc(-c2ccccc2)cc1
  0 | 4 | 6 | 18 | -58 | 4 | 3
(13) COc1ccc(NC(=O)CSc2nccn2C)cc1S(N)(=O)=O
  x | 10 | 2 | 8 | x | -3 | -5
(14) CCn1c(SCC(=O)NCc2ccccc2)nc2ccccc2c1=O
  -5 | x | 0 | 2 | -7 | -2 | 2
(15) CCCOc1ccc(C(=O)OCCN2CCCCC2)c(O)c1
  x | -1 | 8 | -26 | x | -3 | -2
(16) O=C(C[C@H]1CC[C@H]2[C@@H](COC[C@@H](O)CN2CCC(F)(F)F)O1)NCC1CCCCC1
  -6 | -14 | -5 | -2 | -9 | 4 | -1
(17) COc1ccc(NC(=O)Nc2ccc3c(c2)[C@H]2C[C@H](CC(=O)NCCc4ccccc4)O[C@H](CO)[C@H]2O3)cc1
  -2 | x | -51 | -10 | -2 | 0 | 2
(18) COc1ccc(C2(c3ccc(OC)cc3)NC(=O)N(CC(=O)NC3CCS(=O)(=O)C3)C2=O)cc1 (configuration not stated)
  1 | 7 | -1 | 14 | 4 | -4 | 0
(19) O=C(c1ccco1)N1CCCC(N2CCN(c3cccc(C(F)(F)F)c3)CC2)C1 (configuration not stated)
  -2 | x | -2 | 1 | -9 | -1 | -1
(20) Cc1cccc(NC(=O)c2cc3c(s2)-c2c(C)cccc2OC3)n1
  25 | -2 | 8 | -101 | -26 | -16 | 0

Looked up by compound from above (four):
Every second line gives: esBAF inh | FN deposit inh | S100A4 MyoIIA | LGR2 inh | Statin myotox sup | SIRT5 block | Casp6 inh
(17) COc1ccc(NC(=O)Nc2ccc3c(c2)[C@H]2C[C@H](CC(=O)NCCc4ccccc4)O[C@H](CO)[C@H]2O3)cc1
  -2 | x | -51 | -10 | -2 | 0 | 2
(3) COc1ccccc1N(C)S(=O)(=O)c1ccc(Cl)c(C(=O)OCc2c(C)noc2C)c1
  x | 1 | 4 | 15 | x | x | 2
(12) O=C(C[C@H]1CC[C@@H]2[C@H](COC[C@@H](O)CN2Cc2ccc3c(c2)OCO3)O1)Nc1ccc(-c2ccccc2)cc1
  0 | 4 | 6 | 18 | -58 | 4 | 3
(9) CC(C)N(Cc1ccccc1)C(=S)NC(=O)C1(C)CC1(Cl)Cl (configuration not stated)
  x | 1 | 5 | -2 | x | -3 | -4

The list continues.
Every second line gives: esBAF inh | FN deposit inh | S100A4 MyoIIA | LGR2 inh | Statin myotox sup | SIRT5 block | Casp6 inh
(21) COc1cccc(/C=C/c2nc(S(=O)(=O)c3ccccc3)c(N(C)C)o2)c1
  -2 | 0 | -1 | 4 | 9 | -10 | 4
(22) COc1ccc(CNC(=O)N(C)C[C@@H]2OCc3ccccc3-c3ccccc3C(=O)N([C@H](C)CO)C[C@H]2C)cc1
  3 | -3 | 0 | 15 | x | -2 | 0
(23) COc1ccc(S(=O)(=O)NC(C)C(=O)NCc2ccncc2)cc1OC (configuration not stated)
  -6 | 5 | 0 | -3 | 3 | 0 | x
(24) O=C(C[C@@H]1C[C@@H]2c3cc(NC(=O)Cc4ccncc4)ccc3O[C@@H]2[C@H](CO)O1)NCc1cccnc1
  -2 | -5 | 3 | 1 | 0 | -4 | 1
(25) CCNC(=O)C[C@@H]1CC[C@@H]2[C@@H](COc3ccc(NC(=O)Nc4cccc(OC)c4)cc3C(=O)N2C)O1
  4 | 12 | x | 13 | 9 | x | x
(26) C[C@@H]1CCCCO[C@@H](CN(C)C(=O)Cc2ccccc2)[C@H](C)CN([C@@H](C)CO)C(=O)c2cc(NC(=O)Nc3ccccc3)ccc2O1
  4 | 7 | 10 | 9 | x | 0 | -2
(27) Cc1cccc(S(=O)(=O)N2CC[C@@H]3[C@H]2c2cc(-c4cccc(C#N)c4)ccc2N(C)[C@H]3CO)c1
  8 | 13 | -1 | 19 | -16 | 6 | 1
(28) C#CCOCCOCCOCCNc1nc(N2CCN(C(=O)C([C@@H](C)O)n3cc([C@@H](N)CCCCN)nn3)CC2)nc(N2CCN(C(=O)[C@H](CC(N)=O)n3cc(C(N)[C@@H](C)CC)nn3)CC2)n1 (some centres not stated)
  1 | 7 | -6 | -6 | 1 | -2 | -208
(29) O=c1c2ccccc2[nH]c(=S)n1CCN1CCCC1
  13 | -7 | -2 | 25 | 9 | 9 | -3
(30) Cc1nn(C2CC(O)C(O)C(CO)O2)c(=O)[nH]c1=O (configuration not stated)
  x | 8 | -5 | -8 | x | -3 | 0
(31) CC(C)NC(=O)Nc1cccc2c1O[C@@H](CN(C)S(=O)(=O)c1cn(C)cn1)[C@@H](C)CN([C@H](C)CO)C2=O
  -1 | -2 | -8 | 16 | x | -5 | 1
(32) CCN(CC)C(=O)Cn1cc(C(=O)C(=O)NCCCN2CCOCC2)c2ccccc21
  -6 | -1 | -2 | 7 | -10 | 1 | -5
(33) COc1cc(C=CC(=O)c2cc(OC)c(OC)c(OC)c2)cc(OC)c1OC
  x | 20 | -3 | 57* | x | -3 | -2
(34) COC(=O)C1=C(C)N(Cc2ccc(C(F)(F)F)cc2)C(=NCC2CC2)NC1c1ccccc1 (configuration not stated)
  x | 9 | -4 | 15 | x | x | 13
(35) C[C@H](CO)N1C[C@H](C)[C@@H](CN(C)S(=O)(=O)c2ccc(F)cc2)Oc2ccc(NC(=O)NC3CCCCC3)cc2C1=O
  -1&5 | -1&-6 | -2&-1 | 11&12 | -30&2 | 1&-2 | 0&2
(36) CC1=C(C(=O)OCc2ccccc2)C(c2ccccc2OS(=O)(=O)c2ccc(C)cc2)NC(=O)N1CCCC(=O)O (configuration not stated)
  x | 13 | 5 | -10 | x | 5 | 6
(37) Cc1noc(C)c1S(=O)(=O)Nc1cccc2c1O[C@H](CN(C)C(=O)Nc1ccc3c(c1)OCO3)[C@H](C)CN([C@H](C)CO)C2=O
  1 | 8 | -10 | 14 | -8 | -4 | 1
(38) O=C(COc1ccc([N+](=O)[O-])cc1)NNC(=O)Nc1cccc(F)c1
  x | x | 0 | -15 | x | 2 | -1
(39) COc1ccc(-c2c(C)nc3c(-c4ccc(F)cc4)cnn3c2N)cc1
  33 | 16 | 9 | -74 | -59 | -2 | 3
(40) Cc1ccc(OCCCCNC2CCCC(C)C2C)c(C)c1 (configuration not stated)
  x | x | 10 | u | x | -1 | 1

Later entries
Every second line gives: esBAF inh | FN deposit inh | S100A4 MyoIIA | LGR2 inh | Statin myotox sup | SIRT5 block | Casp6 inh
(41) CC(C)CC(=O)N1CCN(Cc2ccc(C(F)(F)F)cc2)CC1
  3 | 3 | -2 | 8 | -3 | -1 | -3
(42) CNCc1sccc1C
  x | x | 3 | -10 | x | 0 | 1
(43) CC1CCC2(CC1)NC(=O)N(CC(=O)Nc1ccc3c(c1)CCC3)C2=O (configuration not stated)
  x | -10 | 8 | 1 | x | -2 | -1
(44) COc1cccc(NC(=O)c2cncs2)c1
  6 | 11 | -1 | -23 | 3 | -1 | -1
(45) Fc1ccccc1NC(=S)NCc1ccccc1
  6 | 3 | -9 | -7 | 5 | 0 | -4
(46) O=C(NCC[C@H]1CC[C@@H](NS(=O)(=O)c2cccc(F)c2)[C@@H](CO)O1)C1CC1
  2 | -4 | 3 | 2 | 3 | -2 | -2
(47) Cc1ccc(NC(=O)CSc2nn(-c3ccc(Cl)cc3)c(=S)s2)cc1S(=O)(=O)N(C)C
  -1 | x | -6 | 6 | -13 | 4 | 2
(48) C[C@@H]1CN([C@@H](C)CO)C(=O)c2cc(NC(=O)c3ccncc3)ccc2O[C@@H](C)CCCCO[C@@H]1CN(C)S(=O)(=O)c1ccccc1
  -1 | 0 | 2 | -9 | x | 2 | 0
(49) O=C(c1cccnc1)N1C[C@@H]2[C@H](c3ccccc31)[C@@H](CO)N2C(=O)CN1CCOCC1
  -2 | x | x | -8 | -51 | 1 | x
(50) O=C(c1ccc(C(F)(F)F)cc1)C1CCCN(C(=O)CCN2CCCO2)C1 (configuration not stated)
  5 | 2 | 2 | -8 | 67* | 11 | 0

One compound at a time, as listed above. Order of values: esBAF inh | FN deposit inh | S100A4 MyoIIA | LGR2 inh | Statin myotox sup | SIRT5 block | Casp6 inh
Cc1cccc(S(=O)(=O)N2CC[C@@H]3[C@H]2c2cc(-c4cccc(C#N)c4)ccc2N(C)[C@H]3CO)c1 across the screens: 8 | 13 | -1 | 19 | -16 | 6 | 1
COc1ccc(S(=O)(=O)NC(C)C(=O)NCc2ccncc2)cc1OC (configuration not stated) across the screens: -6 | 5 | 0 | -3 | 3 | 0 | x
CC(C)CC(=O)N1CCN(Cc2ccc(C(F)(F)F)cc2)CC1 across the screens: 3 | 3 | -2 | 8 | -3 | -1 | -3

This is a subset; count on the stated rates, not on these rows.
